Compound activity from PubChem.
K1F lysis inhibition: inhibition of K1F phage lysis, E. coli UTI89, bacterial capsule biogenesis inhibitors, alamar blue (AID 488966); inhibition, % at 100 µM, or IC50 in µM where a hit was titrated; hit rate 0.02% among 340,000; E. coli UTI89 K1F phage lysis, alamar blue, 2 h; higher % means a stronger effect;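 active = phage lysis inhibition, versus mean bacterial control, above a set limit; inconclusive = no clear call, values can overlap the other calls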;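 note: capsule biogenesis inhibitors block K1F phage lysis so surviving cells raise fluorescence; higher fluorescence means more inhibition of phage lysis; actives were called in the ten point dose series up to 300 µM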
West Nile virus CPE: inhibition of WNV-induced cytopathic effect – cell-based, CPE readout (AID 1621) | West Nile virus-infected cells, CPE inhibition; higher % means a stronger effect | one-dose CPE inhibition, % at 10 µM; IC50 in µM for titrated hits | hit rate 0.02% among 290,000; in the data active = a potency from the dose series; inconclusive = CPE inhibition mostly from about 3.7% at the one dose, without a potency; inactive = the rest, 99 in 100 with CPE inhibition below about 2.2%; note: strong numbers were not always called active
Salmonella PhoP GFP: PhoP-dependent GFP reporter repression – Salmonella Typhimurium, primary screen (AID 1863) | inhibition, % at 50 µM; hits with a dose series show IC50 in µM | S. Typhimurium PhoP-regulated promoter GFP reporter, 4 h; higher % means a stronger effect | hit rate 0.16% among 300,000;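 active = inhibition over 29.93%, a cutoff 3 SD above the screen mean, later confirmed by dose response; inconclusive = inhibition over 29.93% but no dose response follow-up; inactive = inhibition at most 29.93% or unconfirmed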;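 note: 0% = low Mg2+ inducing control and 100% = high Mg2+ repressing control; strong numbers were not always called active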
NTR1 agonist: NTR1-driven beta-arrestin-GFP spot formation – imaging, U2OS cells, high content, primary screen (AID 493036); agonist mode; P30989; activation, % at 20 µM; hit rate 0.17% among 330,000;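 active = activation at or above 40% of the spot to cytoplasm intensity ratio, with at least 20 cells analyzed; inconclusive = wells under 20 cells, flagged as cytotoxic or low count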;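 note: 0% = DMSO without peptide and 100% = 100 nM NTR1 peptide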
Target sequence (P30989 whole entry, looked up): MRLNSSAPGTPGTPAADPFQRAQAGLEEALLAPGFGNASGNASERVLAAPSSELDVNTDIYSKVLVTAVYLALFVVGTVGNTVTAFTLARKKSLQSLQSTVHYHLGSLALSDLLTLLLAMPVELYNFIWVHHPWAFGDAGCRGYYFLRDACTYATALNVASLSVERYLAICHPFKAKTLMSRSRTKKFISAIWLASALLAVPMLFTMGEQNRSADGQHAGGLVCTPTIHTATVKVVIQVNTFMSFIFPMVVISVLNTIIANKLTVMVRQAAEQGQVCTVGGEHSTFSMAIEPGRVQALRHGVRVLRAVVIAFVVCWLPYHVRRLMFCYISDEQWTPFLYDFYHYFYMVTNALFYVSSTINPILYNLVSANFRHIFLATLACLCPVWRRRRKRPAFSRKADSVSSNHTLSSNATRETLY
T cell HTS: T cell immune modulation candidate; 2C CD8+ T cell-vesicle binding, flow cytometry; active compounds read low; calls only at 7 µM; hit rate 0.068% among 330,000; AID 2052;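 active = response, share of CD8 T cells binding vesicles, and their 90th percentile fluorescence all below set limits, cut at about 80% in these data, passing the limit was not always enough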
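Test system: purified 2C TCR transgenic mouse naive CD8+ T cells. Probe or stimulus: QL9-peptide-loaded Drosophila micro-vesicles bearing Ld, ICAM-1 and B7-1. Incubation: binding step 1.5 h, 37 °C, antibody labelling 20 min, ice. Measured by: flow cytometry of vesicle-bound cells.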
NS5 inhibitors: Dengue-2 NS5 methyltransferase inhibitors, primary screen, biochemical, confirmation dose response (AID 588689). Dengue-2 NS5 methyltransferase capping enzyme assay, biochemical; higher % means a stronger effect. inhibition, % at 25 µM, or IC50 in µM where a hit was titrated. hit rate 0.3% among 340,000; in the data active = a potency from the dose series; inconclusive = inhibition above about 29% without an active follow-up result
RSV CPE inhibition: inhibition of RSV-induced cytopathic effect – HEp-2 cells, primary 10 µM value included (AID 2391); HEp-2 cells, RSV-induced CPE inhibition; higher % means a stronger effect; CPE inhibition, % at 10 µM, or IC50 in µM where a hit was titrated; hit rate 0.13% among 310,000; in the data active = a potency from the dose series; inconclusive = CPE inhibition mostly from about 23% at the one dose, without a potency; inactive = the rest, 99 in 100 with CPE inhibition below about 21%; note: strong numbers were not always called active
Large T inhibition: SV40 large T antigen inhibitors, biochemical (AID 1903); SV40 large T antigen ATPase/helicase inhibition assay; higher % means a stronger effect; inhibition, % at 20 µM; hits with a dose series show IC50 in µM; hit rate 0.39% among 310,000; in the data active = a potency from the dose series; inconclusive = inhibition mostly from about 32% at the one dose, without a potency; inactive = the rest, 99 in 100 with inhibition below about 32%; note: strong numbers were not always called active
Rac1 GTP hydrolysis: MgcRacGAP GTPase-activating activity inhibitors, confirmation, biochemical, ADP Hunter fluorescence. MgcRacGAP-stimulated Rac1 GTP hydrolysis, ADP Hunter fluorescence; higher % means a stronger effect; GST-tagged Rac1 F28L mutant substrate. hit rate 0.6% among 340,000. inhibition, % at 30 µM; hits with a dose series show IC50 in µM;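 active = first-screen hits whose inhibition reached a set limit at any dose in the follow-up dose series; inconclusive = inhibition above the set first-screen limit but never retested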;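 note: fluorescence reports GDP produced by GAP-driven GTP hydrolysis; strong numbers were not always called active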
T cell HTS vesicle-bound %: second read-out of T cell HTS, no call of its own (marks repeat the call); double positive events, %; measured here: CD8+ vesicle-bound cell fraction;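 binding gate set so that unloaded-vesicle control wells show 10% double positive cells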
NTR1 agonist cell count 20 µM: also measured in NTR1 agonist; calls as there; cell count; measured here: cell count, cytotoxicity flag
NS5 inhibitors pilot replicate: also measured in NS5 inhibitors; calls as there; inhibition, %; measured here: pilot screen replicate inhibition
An asterisk follows results filed as active; i = inactive; ? = inconclusive; . = not tested or not shown; [ ] = dose if it differs, or a comment.

SMILES | K1F lysis inhibition | West Nile virus CPE | Salmonella PhoP GFP | NTR1 agonist | NTR1 agonist cell count 20 µM | T cell HTS | T cell HTS vesicle-bound % | NS5 inhibitors | RSV CPE inhibition | Large T inhibition | Rac1 GTP hydrolysis | others
Cc1ccc(C(=O)CC(=O)c2cc(Cl)ccc2O)cc1 | -3.3% | -1.0% | -8% | 31 | 73 | i | 32 | -11% | 8.2% | 8% | 1%
Cc1ccc(NC(=O)C(C)OC(=O)CCNS(=O)(=O)c2ccc(C)cc2)cc1 (centres undefined) | 0.3% | 0.3% | -4% | 6.1 | 77 | i | 40 | -6% | 2.2% | 5% | -4%
Cn1c(=O)c2c(ncn2CCC(=O)N/N=C/c2ccccc2)n(C)c1=O | -1.2% | 0.6% | -4% | 1.0 | 47 | i | 55 | 0% | 2.9% | 1% | 8%
CC1C(=O)NN=C1C(=O)N/N=C\C(Br)=C\c1ccccc1 (centres undefined) | -2.8% | -0.6% | 4% | 0.4 | 94 | . | . | 2% | . | 20% | 20%
N#Cc1cccc(NC(=O)CNc2cc(S(=O)(=O)N3CCOCC3)ccc2N2CCCC2)c1 | 0.8%[50 µM] | . | . | 0.2 | 75 | . | . | -7% | . | . | 6%
Cc1ncc(CN2CCC(C(=O)Nc3ccc(Oc4cccnc4)cc3)CC2)cn1 | 0.1% | -0.3% | -5% | -0.2 | 66 | i | 72 | -3% | 0.7% | 12% | 7%
O=C(CS(=O)(=O)c1cn(Cc2ccccc2Cl)c2ccccc12)N1CCOCC1 | 1.6% | 0.0% | -3% | 0.4 | 46 | i | 25 | 2% | 0.2% | 8% | 4%
CC(C)(CN=C1NS(=O)(=O)c2ccccc21)CNC(=O)CN1C(=O)c2ccccc2C1=O | -0.1% | -0.3% | -8% | 0.1 | 43 | i | 15 | 3% | -0.4% | 1% | 8%
CC(OC(=O)C1CCN(S(=O)(=O)c2ccccc2C(F)(F)F)CC1)C(=O)N(C)Cc1ccccc1 (centres undefined) | 0.2%[50 µM] | -0.1% | 8% | 2.6 | 71 | i | 31 | -5% | ? | 9% | 9%
C=CCSc1n[nH]c(-c2ccccc2)n1 | 0.4% | 0.2% | 18% | 1.6 | 39 | i | 20 | -4% | 0.6% | 3% | 11%
CC(=O)Nc1cccc(NC(=O)CSc2nnc3ccccn23)c1 | 0.6% | . | . | 0.2 | 53 | i | 51 | -6% | . | . | 1%
Cc1ccc(-n2nc(CN3CCOCC3)c(-c3ccccc3)c2N)cc1Cl | 1.3% | 0.5% | -15% | -1.1 | 34 | i | 49 | -2% | 1.2% | 1% | -1%
CC(CCc1ccccc1)NC(=O)CN(C)Cc1ccccc1F (centres undefined) | 0.4% | -0.7% | -4% | 1.8 | 52 | i | 24 | -3% | 2.2% | -1% | 7%
O=[N+]([O-])c1ccc(/C=C/c2ccncc2)cc1 | 0.0% | -0.1% | -3% | . | . | i | 9 | -4% | 5.0% | 15% | 5%
Cc1cccc(-c2noc(CN(C(=O)/C=C/c3ccccc3Cl)C(C)C)n2)c1 | 1.2%[50 µM] | -2.0% | 3% | 3.9 | 73 | i | 47 | 1% | 13% | 1% | 7%
Cc1c(NC(=S)N2CCN(c3ccc(F)cc3)CC2)c(=O)n(-c2ccccc2)n1C | -0.1% | -0.8% | -2% | 0.0 | 37 | i | 30 | -4% | 1.1% | 3% | 5%
Cc1cccc(-c2nc3sc(C)cc3c(=O)o2)c1 | 3.1% | -1.0% | -3% | 0.3 | 53 | i | 14 | -2% | 1.3% | 12% | -4%
Cc1nn(CC(=O)OCC(=O)Nc2c(C(C)C)cccc2C(C)C)c(C)c1[N+](=O)[O-] | 0.3%[50 µM] | 0.0% | -3% | 2.9 | 70 | i | 22 | -1% | 2.0% | 7% | -18%
O=S(=O)(c1ccc(Sc2nnc3ccccn23)nc1)N1CCOCC1 | 1.1% | 0.1% | 10% | -0.6 | 81 | i | 26 | -4% | 0.0% | -3% | 4%
CCOC(=O)c1sc2nc(-c3ccccc3)ccc2c1N | 6.2% | 0.0% | -11% | 1.8 | 39 | i | 41 | -6% | 1.1% | -1% | 12%
Cc1cc(=O)[nH]c(SCC(=O)Nc2ccccc2[N+](=O)[O-])n1 | -0.4%[50 µM] | 0.0% | -12% | 1.8 | 58 | i | 20 | -1% | -0.2% | 9% | 6%
CCOc1ccc(C(=O)NCC(C)CN(C)C)cc1OCC (centres undefined) | 4.0% | -0.1% | -11% | -2.7 | 78 | i | 21 | -6% | -0.3% | 2% | 3%
Cc1cc(C)cc(CC2CC(=O)N(c3cc(C)ccc3C)C2=O)c1 (centres undefined) | 0.1% | -1.2% | -4% | 1.4 | 58 | i | 43 | -4% | -0.3% | 6% | 8% | NS5 inhibitors pilot replicate=-11
Cc1cccc(C(=O)NC(C)C(c2cccs2)N2CCOCC2)c1 (centres undefined) | 3.1%[50 µM] | 0.7% | -1% | 0.0 | 49 | i | 48 | -11% | 2.7% | 10% | 10%
O=C(Nc1nnc(C2=COCCO2)o1)c1ccc(S(=O)(=O)N2CCCCC2)cc1 | 0.1% | -0.2% | -4% | -0.8 | 84 | i | 48 | -9% | 2.0% | 21% | 5%
CCOC(=O)[C@@H]1[C@H]2COc3ccccc3[C@H]2N2C(=O)N(c3ccc(C(F)(F)F)cc3)C(=O)[C@]12C | 0.9% | -1.6% | . | 2.9 | 64 | i | 49 | -2% | -0.9% | -1% | 10%
O=C(N/N=C/c1cccnc1)c1cccc(N2CCCC2=O)c1 | 0.6% | -0.4% | -2% | 0.9 | 48 | i | 27 | 7% | 0.6% | 0% | 9%
O=C(NC1=NCCS1)NC12CC3CC(CC(C3)C1)C2 | 4.4% | 0.0% | 6% | 2.3 | 58 | i | 40 | 2% | -0.7% | 6% | 9%
O=C(NC(=S)Nc1ccc2ncccc2c1)c1ccccc1 | 0.4% | -1.0% | 0% | 0.4 | 65 | i | 28 | -3% | 3.0% | 22% | 9%
COc1ccc(N2CCN(C(=O)CSc3nc(C)cs3)CC2)cc1 | 0.6%[50 µM] | . | 5% | -1.4 | 61 | i | 24 | -4% | 7.6% | 24% | 13%
CC(Nc1nc(-c2ccc(F)cc2)cs1)c1nc2cc(Cl)c(N3CCCCC3)cc2n1CCCO (centres undefined) | 3.1% | -1.0% | -5% | 3.7 | 105 | i | 30 | -11% | -4.4% | 9% | 7%
O=C(NCCO)c1nc(C(=O)c2ccccc2)c2ccccc2n1 | 0.5% | . | . | 1.4 | 61 | i | 38 | -11% | 1.0% | . | 8%
CC(C)c1c(C(=O)N/N=C/c2ccccc2OCc2c(F)cccc2Cl)nnn1-c1nonc1N | 0.1% | 0.8% | -10% | 0.5 | 63 | i | 9 | -2% | 7.5% | 11% | 10%
Cc1ccc(S(=O)(=O)N2CCN(c3cc4c(cc3[N+](=O)[O-])n(C)c(=O)n4C)CC2)cc1 | -0.2% | -0.8% | -2% | 12 | 46 | i | 29 | -1% | 5.9% | 8% | 0%
O=C(/C=C/c1cccs1)NCc1ccccc1 | 0.1% | 0.0% | 6% | 0.0 | 55 | i | 21 | 5% | 0.9% | 10% | 2%
Cc1cc(C)n(CCNC(=O)c2ccco2)n1 | 0.3% | -0.7% | 2% | -0.4 | 46 | i | 26 | 0% | 0.6% | 1% | 4%
Cc1cc(N2CCCCC2)nc2ccccc12 | 0.0% | 0.0% | 9% | 1.5 | 60 | i | 54 | 2% | -0.9% | -3% | 4%
CCCCCOc1ccc(NC(=O)C(=O)NCCCn2ccnc2)cc1 | 6.8% | -1.5% | 0% | -1.2 | 86 | i | 38 | -4% | 13% | 11% | 5%
O=C(O)c1c(-c2ccccc2)c2oc3ccccc3c2[nH]c1=O | 1.2% | ? | -11% | 1.9 | 74 | i | 10 | 2% | -1.2% | 7% | 5% | NS5 inhibitors pilot replicate=4.0
O=C(N/N=C/c1cc(Br)ccc1O)C(c1ccncc1)N1CCOCC1 (centres undefined) | 1.8%[50 µM] | -0.4% | 4% | 2.4 | 68 | i | 7 | -3% | 4.3% | 8% | 14%
CCOc1ccccc1C(=O)NCCCCCC(=O)O | 0.6% | 0.3% | -9% | -1.3 | 55 | i | 53 | -6% | 0.9% | 6% | 8%
Cc1ccc(/C=C/C(=O)Nc2cc(C)on2)cc1 | 2.2% | 0.7% | 1% | -3.7 | 88 | i | 20 | -6% | 3.1% | 17% | 2%
C(#Cc1ccccc1)C[N+]1(CC#Cc2cccc3ccccc23)CCCC1 | 0.9% | -0.4% | ? | -0.9 | 78 | i | 32 | -4% | 3.6% | 7% | 22%
O=C(NNC(=S)Nc1ccc(OC(F)F)cc1)c1cc2c(s1)CCCC2 | 1.3% | -0.7% | -11% | -1.3 | 48 | i | 41 | -4% | 1.7% | 6% | 10%
CCCC1=C(C(=O)OCC)C(c2ccncc2)n2ncnc2N1 (centres undefined) | 6.3% | -0.3% | -5% | 0.0 | 60 | i | 7 | -8% | 1.8% | 4% | 5%
O=C(CSc1nc2[nH]ncc2c(=O)n1-c1ccccc1)N1CCCc2ccccc21 | . | 0.5% | 4% | 2.0 | 58 | i | 17 | . | 0.4% | 1% | .
O=C(Cn1cnc2cc([N+](=O)[O-])ccc2c1=O)NC1CCS(=O)(=O)C1 (centres undefined) | -0.4% | 0.7% | -6% | 0.1 | 42 | i | 57 | -2% | 1.4% | 4% | 10%
CCC(=O)NN1CCN(c2ccncc2S(=O)(=O)N2CCCCC2)CC1 | -0.1% | 0.0% | -3% | -0.3 | 63 | i | 13 | 1% | 0.0% | 0% | 6%

Pulled by compound from the entries so far, two records:
SMILES | K1F lysis inhibition | West Nile virus CPE | Salmonella PhoP GFP | NTR1 agonist | NTR1 agonist cell count 20 µM | T cell HTS | T cell HTS vesicle-bound % | NS5 inhibitors | RSV CPE inhibition | Large T inhibition | Rac1 GTP hydrolysis | others
CCCCCOc1ccc(NC(=O)C(=O)NCCCn2ccnc2)cc1 | 6.8% | -1.5% | 0% | -1.2 | 86 | i | 38 | -4% | 13% | 11% | 5%
Cc1cc(C)n(CCNC(=O)c2ccco2)n1 | 0.3% | -0.7% | 2% | -0.4 | 46 | i | 26 | 0% | 0.6% | 1% | 4%
